# From PubChem BioAssay
# Sm TGR inh – S. mansoni TGR enzyme inhibition | Q962Y6 | purified TGR, DTNB reduction, TNB absorbance 405 nm | actives 3% (n = 360,000) | Potency, µM (titrated, usually from 114 µM), without a hit: at the top dose activity change, negative = inhibition, hits mostly inhibitors; note: potency is the fitted concentration of half-maximal effect; nearly all actives have a fitted effect of over 60% in size
#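 Kinetic colorimetric format: TGR-catalysed, NADPH-driven DTNB reduction monitored via TNB absorbance. Enzyme dispensed at 20 nM; compound exposure 15 min at room temperature before reaction start.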
# AmpC inh no detg – blocks E. coli AmpC beta-lactamase in detergent-free assay; P00811; AmpC nitrocefin hydrolysis, absorbance 480 nm, 0.0001% Triton; Potency, µM (doses to about 57.1 µM), without a hit: at the top dose activity change, negative = inhibition, hits mostly inhibitors; actives 0.52% (n = 330,000);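 note: potency is the fitted concentration of half-maximal effect; plate controls were no compound for no effect and no enzyme for full effect; nearly all actives have a fitted effect of over 20% in size; some results filed as inactive show a strong effect at the top dose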
# Target sequence (P00811 whole entry, looked up): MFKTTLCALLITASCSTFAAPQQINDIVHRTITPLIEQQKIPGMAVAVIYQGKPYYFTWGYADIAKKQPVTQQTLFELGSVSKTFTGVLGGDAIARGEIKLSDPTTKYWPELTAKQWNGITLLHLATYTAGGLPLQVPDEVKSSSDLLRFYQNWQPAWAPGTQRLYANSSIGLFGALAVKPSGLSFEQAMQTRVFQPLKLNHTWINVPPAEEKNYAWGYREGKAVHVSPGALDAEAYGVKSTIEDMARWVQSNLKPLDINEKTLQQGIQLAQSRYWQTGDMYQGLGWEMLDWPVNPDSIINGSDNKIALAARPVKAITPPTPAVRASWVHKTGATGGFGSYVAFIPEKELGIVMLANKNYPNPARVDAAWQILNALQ
#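 20 mM phosphate pH 7.0 + 0.01% (detergent screen) or 0.0001% Triton X-100; 5.3 nM AmpC reagent; cpd preinc 15 min RT; nitrocefin (800 uM stock) to start; A480 q20 s × 4 min; Activity was normalised to no-enzyme and no-compound control wells.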
# HCMV antiviral – human cytomegalovirus inhibition; HFF cells, HCMV-luciferase reporter, 72 h; stronger effect = lower value; activity change, negative = inhibition, % at 57.5 µM; actives 4.5% (n = 410,000); AID 1259415; in the data active = activity change below about -60%; inconclusive = no clear call, values can overlap the other calls; inactive = above about -39%
#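 Screen run at 2 compound doses on HFFs infected with reporter HCMV, MOI 1 PFU/cell. Luciferase activity from cell lysates at 72 h post infection gave inhibition relative to buffer-only and Salinomycin wells.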
# AmpC inh detg – inhibitors of E. coli AmpC beta-lactamase with detergent. AID 485294. P00811. actives 0.041% (n = 370,000). AmpC hydrolysis of nitrocefin, absorbance 480 nm, 0.01% Triton. Potency, µM (series often up to 114 µM), without a hit: at the highest dose activity change, negative = inhibition, actives largely listed as inhibitors;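 note: potency is the fitted concentration of half-maximal effect; 0% = no-compound wells and -100% = no-enzyme wells; nearly all actives have a fitted effect of over 25% in size; some results filed as inactive show a strong effect at the top dose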
#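 20 mM phosphate pH 7.0 + 0.01% (detergent screen) or 0.0001% Triton X-100; 5.3 nM AmpC reagent; cpd preinc 15 min RT; nitrocefin (800 uM stock) to start; A480 q20 s × 4 min; Activity was normalised to no-enzyme and no-compound control wells.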
# AMA1 RON2 block – disrupts binding of P. falciparum AMA1 to RON2; Potency, µM (titrated, usually from 58.2 µM), without a hit: at the highest dose activity change, negative = inhibition, hits mostly inhibitors; AlphaScreen AMA1-biotinylated RON2 peptide binding; actives 0.2% (n = 360,000);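 note: potency is the fitted concentration of half-maximal effect; 0% = vehicle wells and -100% = peptide control; nearly all actives have a fitted effect of over 45% in size; some results filed as inactive show a strong effect at the top dose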
#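 AMA1 (3D7) with his tag at 25 nM final met compounds first, then biotinylated RON2 peptide at 25 nM; detection used donor plus acceptor beads, 10 µg/mL apiece, read by AlphaScreen after 30 min at room temperature.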
# FBPA Giardia inh – Giardia lamblia aldolase inhibition | A8B2U2 | purified Giardia FBPA | Potency, µM (doses to about 59.6 µM), without a hit: at the highest dose activity, negative = inhibition, most hits filed as inhibitors | actives 0.71% (n = 290,000) | AID 2451; note: potency is the fitted concentration of half-maximal effect; nearly all actives have a fitted effect of over 55% in size
# Target sequence (A8B2U2 whole entry, looked up): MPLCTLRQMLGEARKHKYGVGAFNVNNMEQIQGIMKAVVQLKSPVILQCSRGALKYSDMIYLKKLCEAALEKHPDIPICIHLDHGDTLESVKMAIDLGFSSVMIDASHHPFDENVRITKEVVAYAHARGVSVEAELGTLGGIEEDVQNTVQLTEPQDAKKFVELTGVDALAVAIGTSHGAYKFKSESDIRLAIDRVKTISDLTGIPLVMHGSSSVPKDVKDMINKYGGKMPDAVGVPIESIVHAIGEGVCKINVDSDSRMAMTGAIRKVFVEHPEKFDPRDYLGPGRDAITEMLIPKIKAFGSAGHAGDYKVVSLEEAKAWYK
#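 40 nM FBPA preincubated 10 min at RT with compound (up to 57.5 uM final), then substrate plus GAPDH/TPI/NAD/arsenate coupling and diaphorase/resazurin added. Fluorescence read after 20 min at RT, 525/598 nm.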
# Numbers without * were called inactive; ? = inconclusive; . = not tested or not shown; & = joins results of further samples; [ ] = remark or other dose. Unless noted, calls come from the whole dose curve; as a rule, active = well fitted curve in the direction sought with a large enough effect; inconclusive = small, poorly fitted or top-dose-only effect, or another doubt; inactive = no such curve, though single readings can be large; an effect the other way counts as inactive or inconclusive. Unless noted, % is set by controls: 0 for no effect and ±100 for the full control effect.
SMILES,Sm TGR inh,AmpC inh no detg,HCMV antiviral,AmpC inh detg,AMA1 RON2 block,FBPA Giardia inh
COCCn1c(C)cc(C(=O)CSc2nnc3ccccn23)c1C,-4%,-17%,-8,-8%,0%,0%
Cc1c(NS(=O)(=O)c2cc(C(=O)OCC(=O)N3CCC(C)CC3)ccc2Cl)c(=O)n(-c2ccccc2)n1C,1%,55%,-40,-8%,8%,9%
Cc1cc(C)n(-c2ccccc2[N+](=O)[O-])n1,-1%,-6%,-7,-1%,19%,-1%
CCN(Cc1nc(-c2ccc(Cl)cc2)no1)CC1CCCO1 (stereo not drawn),2%,41%,-16,-9%,0%,2%
CCOc1ccc(N/C(C)=C/C(=O)c2ccc(C)o2)cc1,5%,-4%,19,3%,13%,-15%
CC(=O)c1c(C)[nH]c(C(=O)COC(=O)CCCOc2ccccc2)c1C,1%,-17%,28,1%,-14%,0%
COc1ccc(CCNCC(O)COc2cccc(Br)c2)cc1 (stereo not drawn),-4%,60%[activator],-33,4%,-7%,5%
Cc1nc2ncnn2c(C)c1CCC(=O)N1CCN(Cc2ccccc2)CC1,2%,2%,28,-11%,-15%,2%
O=S(=O)(c1ccccc1)c1nc(-c2ccco2)oc1N1CCCCCC1,?,-5%,?,?,-17%,-4%
CC(C)NC(=S)Nc1c(N)[nH]c(=O)[nH]c1=O,-4%,-2%,-15,-2%,2%,-11%
Cc1ccc2c(c1)c1c(n2CCc2ccc(C)nc2)CCN(C)C1,5%,9%,-10,-3%,.,.
CC(C)(C)OC(=O)N1CCC(c2c(C(=O)O)cnn2-c2ccc(F)cc2F)CC1,4%,.,18,19%,.,.
CCOCCCNC(=O)C(c1ccc(Cl)cc1)N(Cc1cccs1)C(=O)c1ccccn1 (stereo not drawn),-2%,169%[activator],-33,-4%,7%,0%
CCc1c(C(=O)NCc2ccccc2Cl)[nH]c(C)c1C(C)=O,2%,-28%,?,?,-18%,-3%
O=[N+]([O-])c1cccnc1N/N=C/c1ccccc1O,-3%,-14%,-97*,-8%,30%[activator],0%
Cc1cccc(C)c1-n1c(C)cc(/C=N\Nc2ccc([N+](=O)[O-])cn2)c1C,-34%,-23%,?,-6%,?,-2%
O=C(Nc1ccccc1)c1cc2ccc3ccccc3c2s1,0%,-30%,152,3%,16%,-1%
Cc1ccccc1CN1CCNC(=O)C1CC(=O)N(C)CCC1CCOCC1 (stereo not drawn),?,43%,23,-2%,10%,.
C=CCn1c(=O)c2c(nc(Br)n2Cc2ccccc2Cl)n(C)c1=O,-14%,27%,-73*,?,14%,5%
O=C(CN1C(=O)COc2ccc(S(=O)(=O)N3CCCC3)cc21)NCc1ccccn1,-5%,-1%,-39,-7%,7%,10%
COc1ccc(C)cc1NC(=O)c1cc2ccccc2o1,4%,-22%,98,-13%,14%,-3%
COc1ccc2c(c1)c1c(c(=O)n(CCc3ccccc3)c(=O)n1Cc1ccc(Cl)cc1)n2C,-5%,.,33,2%,.,.
COCCNC(=O)CSc1cc(=O)n(C)c2cc(Cl)ccc12,2%,-10%,-34,-6%,12%,7%
Cc1cc(C)c(S(=O)(=O)NCC2CCC(C(=O)NCCCN3CCC(C)CC3)CC2)c(C)c1 (stereo not drawn),0%,118%[activator],-16,4%,-7%,-5%
Cc1cc(Nc2ccc(Cl)cc2)nc(N2CCOCC2)n1,7%,-10%,164,-1%,-9%,-16%
CCOc1ccc(-n2c(=O)c3sccc3n(CC(=O)NCC3CCCO3)c2=O)cc1 (stereo not drawn),7%,-17%,?,?,-24%,6%
Cc1ccc(-c2nc(N)sc2-c2ccccc2)cc1C,-5%,-13%,6,8%,0%,-11%
Cn1c(=O)c([N+](=O)[O-])c(NCc2ccccc2Cl)c2ccccc21,8%,-51%,?,-4%,-17%,-6%
S=C(NNC(=S)NC1CC2C=CC1C2)NC1CC2C=CC1C2 (stereo not drawn),1%,-51%,26,-7%,5%,9%
O=C(CCNS(=O)(=O)c1ccccc1)N1CCN(c2ccccc2)CC1,-21%,15%,24,-6%,11%,2%
COc1ccc(-c2cn3c(C)c(C(=O)Nc4cc(NC(C)=O)ccc4OC)sc3n2)cc1,1%,1%,5,-1%,-14%,0%
CCCCCS(=O)(=O)c1oc(-c2cccs2)nc1S(=O)(=O)c1ccc(C)cc1,2.8µM*,.,-88*,-5%,.,.
O=C(NCCCO)c1cc2c([nH]c3ccccc32)c(-c2ccc(F)cc2)n1,-2%,-21%,-27,-1%,-3%,-5%
CCCc1cc(=O)[nH]c(SCc2nc(-c3ccccc3F)no2)n1,12%,.,0,25%,.,.
CC(C)CNC(=O)NC(=O)COC(=O)c1cc([N+](=O)[O-])ccc1NCc1ccccc1Cl,.,-42%,8,2%,.,3%
O=C(CSc1nc2ccccc2s1)Nc1cc(S(=O)(=O)N2CCOCC2)ccc1O,-4%,-40%,64,?,-15%,4%

# Five compounds drawn at random from those above:
SMILES,Sm TGR inh,AmpC inh no detg,HCMV antiviral,AmpC inh detg,AMA1 RON2 block,FBPA Giardia inh
CCOc1ccc(-n2c(=O)c3sccc3n(CC(=O)NCC3CCCO3)c2=O)cc1 (stereo not drawn),7%,-17%,?,?,-24%,6%
Cc1cc(Nc2ccc(Cl)cc2)nc(N2CCOCC2)n1,7%,-10%,164,-1%,-9%,-16%
CCCc1cc(=O)[nH]c(SCc2nc(-c3ccccc3F)no2)n1,12%,.,0,25%,.,.
O=S(=O)(c1ccccc1)c1nc(-c2ccco2)oc1N1CCCCCC1,?,-5%,?,?,-17%,-4%
O=C(Nc1ccccc1)c1cc2ccc3ccccc3c2s1,0%,-30%,152,3%,16%,-1%

# Continued.
SMILES,Sm TGR inh,AmpC inh no detg,HCMV antiviral,AmpC inh detg,AMA1 RON2 block,FBPA Giardia inh
COc1cccc(OCCCn2c(-c3ccc(Cl)cc3)nc3ccccc3c2=O)c1,0%,.,16,9%,.,.
CCNS(=O)(=O)c1cc(Br)ccc1OC,1%,-13%,0,4%,-7%,2%
CCOC(=O)Cc1csc(SCC(=O)NC2CCCC2)n1,2%,-13%,-11,-14%,16%,.
CCc1cccc(CC)c1NC(=O)C1CSC2(C)CCC(=O)N12 (stereo not drawn),-9%,?,-23,?,1%,.
O=C(CSc1nnc(-c2ccccc2Cl)o1)N1CCCc2ccccc21,0%,.,-25,-1%,.,.
Cc1cccn2c(=O)c(C(=O)NC(C)c3ccccc3)cnc12 (stereo not drawn),-2%,.,-18,-5%,.,.
CCOc1ccc(S(=O)(=O)N/N=C(\C)Cc2ccc(OC)cc2)cc1,32µM*,-58%,5,4%,20%,1%
COc1ccc(-c2cc(C(=O)c3c(N)n(C)c(=O)n(C)c3=O)c3ccccc3n2)cc1,9%,42%,0,7%,6%,4%
COCCOC(=O)c1c(NC(=O)CN(C)c2ccccc2)sc(C(N)=O)c1C,2%,22%,-27,-2%,16%,-3%
O=C1OCCN1C(=O)[C@H]1[C@H](c2ccc(Cl)cc2)C(c2cccc(Cl)c2)=NN1c1ccccc1,-3%,50%,.,-14%,92%[activator],-1%&-13%
Cc1ccccc1OCC(=O)OCC(=O)Nc1ccc(N2CCOCC2)cc1,-8%,1%,-10,-2%,-6%,-3%
NS(=O)(=O)c1ccc(NCc2ccccc2OCc2ccc(F)cc2)cc1,11%,-33%,?,-15%,-9%,-8%

# Single records, as listed above:
# Results for O=C1OCCN1C(=O)[C@H]1[C@H](c2ccc(Cl)cc2)C(c2cccc(Cl)c2)=NN1c1ccccc1 = Sm TGR inh: -3%; AmpC inh no detg: 50%; HCMV antiviral: .; AmpC inh detg: -14%; AMA1 RON2 block: 92%[activator]; FBPA Giardia inh: -1%&-13%
# Results for CCOc1ccc(S(=O)(=O)N/N=C(\C)Cc2ccc(OC)cc2)cc1 = Sm TGR inh: 32µM*; AmpC inh no detg: -58%; HCMV antiviral: 5; AmpC inh detg: 4%; AMA1 RON2 block: 20%; FBPA Giardia inh: 1%

# (cont.)
SMILES,Sm TGR inh,AmpC inh no detg,HCMV antiviral,AmpC inh detg,AMA1 RON2 block,FBPA Giardia inh
CCCCCOc1ccc(C(=O)OC(C)C(=O)NCc2ccco2)cc1 (stereo not drawn),-4%,26%,11,-8%,-18%,-1%
CCC(=O)Nc1cccc(C2=NOC3(C2)C[C@@H](C(N)=O)N(C(=O)c2ccc(OC)cc2)C3)c1 (stereo partly drawn),0%,22%,37,-7%,7%,0%
Cc1noc(C)c1COc1ccc2ccc(=O)oc2c1,12%,-20%,?,3%,0%,3%
COc1ccc(/C(O)=C2/C(=O)C(=O)N(c3ccccn3)C2c2ccc(C(C)C)cc2)cc1 (stereo not drawn),-2%,-33%,89,4%,0%,-1%
O=C(CSc1n[nH]c(-c2ccccc2)n1)Nc1ncc(Br)cc1Br,3%,-40%,-28,-14%,4%,0%
Nc1nc(SCc2c(Cl)cccc2Cl)n[nH]1,2%,-7%,-4,-2%,-7%,-8%
Cc1cc(-c2nnc(CCC(=O)NC(C)c3ccc(F)cc3)o2)no1 (stereo not drawn),0%,3%,13,-3%,-4%,3%
Cc1ccc(NC(=O)CCCN2C(=O)/C(=C/C=C/c3ccccc3)SC2=S)cc1,-6%,-41%,6,-1%,3%,-1%
CN1C(=O)C(=Cc2cn(CC(=O)N3CCCCC3)c3ccccc23)C(=O)N(C)C1=O,-18%,-9%,.,-2%,-9%,11%
O=C(O)c1ccc(COc2ccccc2/C=C2\NC(=O)N(Cc3ccccc3)C2=O)cc1,-1%,-24%,-34,-8%,-2%,8%
Cc1nnc(-c2cnn(-c3ccccc3)c2N)n1Cc1ccncc1,5%,-18%,39,3%,16%,0%
Cc1ccc(-n2c(SCC(=O)NCc3ccc(F)cc3)nc3c([nH]c4ccccc43)c2=O)cc1,1%,.,?,-8%,.,.
COC(=O)c1nnn(-c2nonc2N)c1CSc1ccccn1,-1%,-5%,-6,-10%,-14%,-13%
CC(=O)NCC(=O)N1CCC(n2nccc2NC(=O)CCCc2ccccc2)CC1,-1%,0%,?,5%,-2%,.
CC(=O)N1CCCc2cc(S(=O)(=O)N3CCC(C(=O)Nc4cccc(Cl)c4C)CC3)ccc21,-3%,.,-13,1%,.,.
CCOCc1[nH]c(=S)[nH]c(=O)c1Cc1ccc(OCC)cc1,0%,12%,-11,1%,53%[activator],12%
Cc1nn(C)c(C(=O)NNC(=S)NC2CCCCC2)c1Cl,1%,-32%,-29,-10%,47%,17%
CCN(CC(=O)Nc1c(F)cccc1F)C(=O)CCN1C(=O)C2CCCCC2C1=O (stereo not drawn),1%,4%,-18,?,5%,.
COc1ccc(S(=O)(=O)N2CCCC2)c(Cl)c1Cl,4%,113%[activator],8,?,16%,6%
Cc1ccc(NC(=O)COc2cccc(Oc3ccccc3)c2)cc1S(=O)(=O)N1CCOCC1,2%,-13%,-17,3%,-2%[11.6 µM],.
CC1CCC(NC(=O)CN2C(=O)COc3ccc(S(=O)(=O)N4CCCC4)cc32)CC1 (stereo not drawn),-2%,-43%,.,-8%,.,5%
COC(=O)C[N+](C)(C)C/C=C\c1ccccc1,.,-12%,9,4%,1%,0%
C=CCc1c(C)nc(SC)nc1Nc1ccc(C)cc1,5%,0%,?,-5%,29%,-10%
